Screening results from PubChem BioAssay.
MsrA inhibitor – inhibitors of bovine MsrA. purified bovine MsrA, absorbance read-out. inhibition, % at 15.5 µM. 360,000 compounds, 0.75% hits; in the data active means inhibition above about 4.5%;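 further: 0% = vehicle wells with enzyme and 100% = reference inhibitor wells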
Rin1 Abl inh – blocks binding of human Rin1 to Abl; P00519+Q13671; TR-FRET Rin1/Abl binding, biochemical; inhibition, % at 7.35 µM; 360,000 compounds, 0.4% hits; in the data active means inhibition above about 5%, passing the limit was not always enough
E coli Lon inh – inhibits E. coli Lon protease; 360,000 compounds, 0.42% hits; inhibition, % at 7.94 µM; purified E. coli Lon protease, fluorescence polarization; AID 602123; in the data active means inhibition above about 13%, passing the limit was not always enough;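 further: 0% = enzyme with probe and DMSO and 100% = no enzyme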
CendR NRP1 mod – NRP-1/CendR interaction modulation | inhibition, % at 25 µM | AID 602438 | O14786 | FAM-RPARPAR peptide binding to NRP-1, fluorescence polarization | 360,000 compounds, 0.85% hits;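 active means inhibition or corrected inhibition above about 18%, plus a signal ratio from 0.5 to 1.5, limit read from the data, passing the limit was not always enough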; further: strong numbers were not always called active
Target sequence (O14786 whole entry, looked up): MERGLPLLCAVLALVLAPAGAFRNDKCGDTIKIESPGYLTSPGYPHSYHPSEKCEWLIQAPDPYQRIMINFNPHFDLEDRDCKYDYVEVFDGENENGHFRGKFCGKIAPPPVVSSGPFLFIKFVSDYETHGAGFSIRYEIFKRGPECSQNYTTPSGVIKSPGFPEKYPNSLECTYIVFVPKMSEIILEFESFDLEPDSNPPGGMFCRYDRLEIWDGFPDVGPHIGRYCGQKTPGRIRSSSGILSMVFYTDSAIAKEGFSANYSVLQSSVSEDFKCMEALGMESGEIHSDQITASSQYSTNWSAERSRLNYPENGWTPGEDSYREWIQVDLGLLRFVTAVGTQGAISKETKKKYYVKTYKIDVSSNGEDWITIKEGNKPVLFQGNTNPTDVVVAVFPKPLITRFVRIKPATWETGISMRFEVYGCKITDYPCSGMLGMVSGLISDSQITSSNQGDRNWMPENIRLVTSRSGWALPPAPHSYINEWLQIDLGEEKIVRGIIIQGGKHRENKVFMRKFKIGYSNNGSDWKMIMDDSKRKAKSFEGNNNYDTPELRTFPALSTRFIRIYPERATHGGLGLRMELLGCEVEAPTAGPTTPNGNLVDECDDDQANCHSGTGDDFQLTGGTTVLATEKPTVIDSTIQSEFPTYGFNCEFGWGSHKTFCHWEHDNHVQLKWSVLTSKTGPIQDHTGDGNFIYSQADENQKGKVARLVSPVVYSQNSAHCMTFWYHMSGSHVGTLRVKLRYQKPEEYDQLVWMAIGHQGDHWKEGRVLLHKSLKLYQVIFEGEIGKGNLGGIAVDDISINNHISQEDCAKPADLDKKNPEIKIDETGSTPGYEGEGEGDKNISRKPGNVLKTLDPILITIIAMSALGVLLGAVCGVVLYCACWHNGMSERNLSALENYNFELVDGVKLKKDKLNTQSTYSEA
SKN-1 block – blocks SKN-1 activity in C. elegans; AID 624304; C. elegans VP596 Pgst-4::GFP/RFP ratio, acrylamide-induced, 24 h; 360,000 compounds, 0.49% hits; inhibition, % at 21.8 µM;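 active means interference check ratio from 0.5 to 1.5 plus GFP to RFP signal ratio inhibition reaching or exceeding a fixed threshold, cut at about 30% in these data, passing the limit was not always enough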; further: some compounds called inactive have numbers as strong as hits
MT1-MMP act inh – inhibitors of human MT1-MMP activation. P50281. HT1080 RFP-PRO-GFP cells, GFP/RFP ratio fluorescence, overnight; percent of plate control window, DMSO zero. GFP/RFP ratio change, % at 20 µM. 360,000 compounds, 0.061% hits. AID 651647;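 active means GFP/RFP ratio change of at least 30% with cell ATP level not reduced by more than half and red fluorescence within 50% of control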; further: strong numbers were not always called active
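Assay system – RFP-PRO-GFP reporter HT1080 cells · Compound dosing – single dose of 20 µM compound, 1% DMSO final · Incubation – overnight compound exposure at 37 °C · Measure – GFP/RFP fluorescence ratio · Benchmarks – DMSO wells and RFP-L50D-GFP cells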
FAS TE block – FAS thioesterase (human) inhibition; P49327; recombinant FAS-TE, OMFH fluorogenic substrate, fluorescence endpoint; inhibition, % at 15 µM; 360,000 compounds, 0.67% hits; AID 602261;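 active means compounds whose normalised, plate-corrected inhibition of enzyme fluorescence in the single-dose primary screen is 50% or more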;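 further: 0% = DMSO with enzyme and 100% = substrate without enzyme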
bovine MsrA act – activates bovine MsrA enzyme; activation, % at 10.6 µM; 360,000 compounds, 0.3% hits; purified bovine MsrA, absorbance read-out; in the data active means activation above about 7.5%;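 further: 0% = vehicle and 100% = reference activator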
Neddyl block – cullin neddylation inhibition | P61081+Q13564 | TR-FRET cullin neddylation, biochemical | calls only at 25 µM | 360,000 compounds, 0.58% hits | AID 651699; in the data active means inhibition above about 36%
* marks the source's active call; other numbers are inactive results; i = inactive; . = no result given.

SMILES	MsrA inhibitor	Rin1 Abl inh	E coli Lon inh	CendR NRP1 mod	SKN-1 block	MT1-MMP act inh	FAS TE block	bovine MsrA act	Neddyl block
CC(C)[C@@H](CO)N(C)S(=O)(=O)c1ccccc1Br	-0.2	-4	7	14	13	3	-10	-2	i
O=C(CNC(=O)c1ccc(Br)o1)NCc1ccc2c(c1)OCO2	0.8	-2	14	-2	-2	6	-4	0	i
CCn1c(SCC(=O)O)nnc1-c1cc2c(C)nn(-c3ccccc3)c2s1	-0.9	2	-8	0	15	4	-7	-12	i
CCOc1ccc(CCNC(=O)c2cn(C)c3ccc(S(=O)(=O)N4CCOCC4)cc3c2=O)cc1OCC	2.4	2	-5	4	-1	-2	2	0	i
CNC(=S)Nc1ccc(C23CC4CC(CC(C4)C2)C3)cc1	-1.4	-1	0	1	13	1	29	3	i
O=C(CC1c2ccccc2Oc2ccccc21)N1CCN(c2ccccn2)CC1	0.6	-1	-7	-4	10	-6	8	-1	i
Cc1cccc(N2CCN(C(=O)C3CCN(c4ncnc5c4nc4n5CCCCC4)CC3)CC2)c1C	0.9	-2	-2	7	6	-1	32	-2	i
CCN(CC)S(=O)(=O)c1ccc(/C=C/C(=O)O)cc1	-1.2	-1	4	33*	-4	0	1	-2	i
O=C(c1ccc(C(F)(F)F)cc1)N1CCC(=O)N(C(COCc2ccc(Cl)cc2)Cc2ccccc2)CC1 (centres undefined)	-0.6	3	-4	-4	18	-5	32	1	i
CCCNC(=O)COc1coc(CN2CCN(c3ccc(F)cc3)CC2)cc1=O	-0.3	0	-5	14	16	-1	-6	-3	i
CC(Oc1ccc(Cl)cc1Cl)C(=O)Nn1cnnc1 (centres undefined)	-0.1	5	-3	0	-7	4	-2	0	i
O=C(Cn1ncc2c3ccccc3n(Cc3ccccc3)c2c1=O)NCCCN1CCOCC1	0.4	0	-11	9	17	1	-7	0	i
O=C(O)Cn1cc(C(=S)N2CCCCC2)c2ccccc21	1.4	-5	1	-10	8	1	-3	-9	i
COc1cccc(C(=O)Nc2ccc(NC(=O)C3CC=CCC3C(=O)O)cc2)c1 (centres undefined)	0.8	1	-3	6	11	-4	-4	2	i
CN(CC(O)COc1ccccc1F)C1CCCCC1 (centres undefined)	-1.0	3	3	4	6	-2	-3	-4	i
Cc1ccc(C(=O)N/C(=C\c2ccc(C(C)C)cc2)C(=O)NCCCN2CCOCC2)cc1	-1.3	1	-5	-2	2	3	7	-6	i
O=C(Nc1ccc2oc(-c3ccc4ccccc4c3)nc2c1)c1ccc2c(c1)OCCO2	-1.2	-4	-3	-10	11	3	4	-3	.
NC(=O)C(=O)NCCCN1CCOCC1	-0.1	0	-10	-2	0	0	-1	-3	i
CCCCNC(=O)CN(c1cccc(Br)c1)S(C)(=O)=O	0.5	-2	4	9	-2	3	-11	-12	i
CC(=O)N1CCN(c2ccc(NCc3ccc(-c4cccc(Cl)c4)o3)cc2)CC1	.	-14	-7	-30	8	3	4	-2	i
COc1c(C)cc(Br)cc1C(=O)Nc1cccc(NC(=O)c2ccco2)c1	.	3	1	2	-18	2	16	-6	i
Cc1ccccc1OCC(=O)NNC(=S)NC(=O)c1ccco1	-1.0	0	-10	-14	-7	17	-6	2	i
C#CCOCCOCCOCCNc1nc(N2CCN(C(=O)CCCCCCCCCCNC(=O)[C@H](CCCCN)n3cc(CCO)nn3)CC2)nc(N2CCN(C(=O)CCCCCCCCCCNC(=O)[C@@H]([C@H](C)O)n3cc(C)nn3)CC2)n1	.	9.6*	-10	-1	12	5	-21	3	i
Cc1ccc(S(=O)(=O)N2CCC(C(=O)OCC(=O)N3CC(=O)Nc4ccccc43)CC2)cc1	-0.1	-3	-10	-16	16	2	5	-2	i
COc1ccc(C(=O)N2CCN(c3ccccc3)CC2)cc1S(=O)(=O)NC1CC1	-1.7	0	11	-9	6	0	-3	-2	i
O=C(NCc1ccco1)c1ccc([N+](=O)[O-])cc1Cl	0.4	-1	-2	-16	2	-1	6	-1	i
Cc1ccc(-c2nc(N)s[n+]2-c2ccccc2)cc1	-1.1	0	3	-7	16	-3	-11	-4	i
O=C(Cc1ccc(Cl)cc1)Nc1ncc([N+](=O)[O-])s1	0.5	-3	10	1	-7	-4	6	-1	i
Cc1ccc(-n2ncc3c2CC(C)(C)CC3NC(=O)CN2CCCC2=O)cc1 (centres undefined)	1.2	5	-7	5	-3	-3	-6	-11	i
COc1ccc(/C=C/C(=O)NCC(=O)n2nc(C)cc2C)cc1	0.9	-1	11	-6	-10	3	0	-8	i

By substructure, the compounds so far containing four or more nitrogen atoms
SMILES	MsrA inhibitor	Rin1 Abl inh	E coli Lon inh	CendR NRP1 mod	SKN-1 block	MT1-MMP act inh	FAS TE block	bovine MsrA act	Neddyl block
CCn1c(SCC(=O)O)nnc1-c1cc2c(C)nn(-c3ccccc3)c2s1	-0.9	2	-8	0	15	4	-7	-12	i
Cc1cccc(N2CCN(C(=O)C3CCN(c4ncnc5c4nc4n5CCCCC4)CC3)CC2)c1C	0.9	-2	-2	7	6	-1	32	-2	i
CC(Oc1ccc(Cl)cc1Cl)C(=O)Nn1cnnc1 (centres undefined)	-0.1	5	-3	0	-7	4	-2	0	i
O=C(Cn1ncc2c3ccccc3n(Cc3ccccc3)c2c1=O)NCCCN1CCOCC1	0.4	0	-11	9	17	1	-7	0	i
C#CCOCCOCCOCCNc1nc(N2CCN(C(=O)CCCCCCCCCCNC(=O)[C@H](CCCCN)n3cc(CCO)nn3)CC2)nc(N2CCN(C(=O)CCCCCCCCCCNC(=O)[C@@H]([C@H](C)O)n3cc(C)nn3)CC2)n1	.	9.6*	-10	-1	12	5	-21	3	i
Cc1ccc(-n2ncc3c2CC(C)(C)CC3NC(=O)CN2CCCC2=O)cc1 (centres undefined)	1.2	5	-7	5	-3	-3	-6	-11	i

(next part)
SMILES	MsrA inhibitor	Rin1 Abl inh	E coli Lon inh	CendR NRP1 mod	SKN-1 block	MT1-MMP act inh	FAS TE block	bovine MsrA act	Neddyl block
COc1ccc(/C=C2\SC(=S)N(CCCC(=O)NNC(=O)c3ccccc3O)C2=O)cc1	-0.6	0	-8	0	-4	6	4	1	i
CCc1nnc(NC(=O)C2Cc3ccccc3CN2S(=O)(=O)CC)s1 (centres undefined)	-0.6	-3	-14	1	0	1	-3	1	i
COc1ccc(C(=O)CC(=O)C(=O)Nc2cccc(C(C)=O)c2)cc1	1.7	1	1	-4	13	0	-1	-4	i
CCOc1ccc2oc(C(=O)N3CCCN(C)CC3)c(C)c2c1	-0.2	0	2	-17	4	0	-7	-3	i
CC1=NN(C(=O)CCCc2ccccc2)C(O)(C(F)(F)F)C1 (centres undefined)	0.3	-4	-2	8	4	3	-2	-2	i
Cc1cc(NC(=O)CCC(=O)N(Cc2ccco2)C2(C(=O)NC3CCCCC3)CCCC(C)C2)no1 (centres undefined)	-0.8	2	10	10	1	-6	-3	-4	i
COc1cccc(-c2nc(NC3CCCC3)c3ccccc3n2)c1O	0.6	-2	6	-4	-5	-5	31	-3	i
Cc1cc(NC(=O)CCC(=O)N(Cc2ccco2)C2(C(=O)NC3CCCC3)CCC(C)CC2)no1 (centres undefined)	-0.4	-2	-13	-8	-3	-3	-5	-1	i
CNC[C@@H](CC1CCCCC1)NC[C@H](CC(C)C)NCCc1cccc(C(F)(F)F)c1	-2.2	4	1	2	5	-33	13	0	i
Oc1[nH]c2ccccc2c1N=Nc1ccccc1Cl	-0.2	0	-6	-27	10	-55	-15	-2	i
Cc1nc(Cl)c2c(n1)N(CC(N)=O)C(=O)CO2	-0.9	3	3	-1	-9	0	-10	-9	i
CCOC(=O)C(C)(C)N(Cc1ccccc1C)S(=O)(=O)c1ccc(Cl)c([N+](=O)[O-])c1	-0.1	0	2	4	7	-5	28	-5	i
O=C(O)/C(=C\c1cccc(O)c1)c1ccc(S(=O)(=O)N2CCCC2)s1	0.5	2	-3	8	-10	0	-3	-4	i
CCCCn1c(N)c(N(CC(C)C)C(=O)COC(=O)c2ccccc2NCCO)c(=O)[nH]c1=O	0.2	-3	-6	-16	4	5	-2	-1	.
COc1cccc(CC(=O)Nc2ccc(N3CCOCC3)c(S(=O)(=O)Nc3ccccc3OC)c2)c1	1.6	4	-7	4	6	0	35	-11	i
CCc1ccc(CNc2ccc(O)cc2)cc1	.	3	10	4	20	21	-8	0	i
Cc1nn(C)c(C)c1CN(C)C(=O)C1CCC(=O)N(C2CCCCCC2)C1 (centres undefined)	-1.3	2	11	-1	-10	0	-4	-7	i
O=C(NCCOc1ccccc1)C1Nc2ccc(OC(F)(F)F)cc2C2C=CCC12 (centres undefined)	-0.3	2	3	0	15	2	2	-2	i
Cc1cc(C)c2nc(N3C(=O)C(O)=C(C(=O)c4ccco4)C3c3ccc(O)cc3)sc2c1 (centres undefined)	1.3	3	-19	-73	12	0	11	-3	i
O=C1/C(=C\c2ccc(O)cc2)SC(=S)N1/N=C/c1ccc(O)cc1	3.6	-3	-147	-241	-12	-93	-24	-5	i
Cc1ccc(N=C2NC(=O)/C(=C/c3cn(C)c4ccccc34)S2)cc1C	0.3	-7	i	-57	28	-117	23	-3	i
Cc1cc(C(=O)N/N=C/c2cccc([N+](=O)[O-])c2)c(C)o1	1.2	0	1	6	11	5	-1	0	i
COCc1cc(C)nc(N2CCOCC2)c1C#N	1.4	2	-6	7	-3	2	-7	-5	.
CCCCN(C(=O)c1cc(CC)c(C)s1)c1c(N)n(CC(C)C)c(=O)[nH]c1=O	-0.5	-3	-3	-3	-2	-1	-6	-7	i
CCN(CC)c1ccc(NC(=O)c2cnn(CC)c2)cc1	1.4	-4	-7	-15	-3	8	-4	-1	i
COc1ccc(C(=O)On2c(-c3ccc(Br)cc3)nc3ccccc3c2=O)cc1	1.4	0	18	-11	-13	6	46	-1	i
O=C(NNC(=O)C1COc2ccccc2O1)c1ccccc1O (centres undefined)	2.0	2	-3	8	12	4	-5	-2	i
O=C(CN1C(=O)NC2(CCCCCC2)C1=O)Nc1ccc(Cl)c([N+](=O)[O-])c1	0.9	1	-17	1	-11	20	58*	-11	i
CCCn1nnnc1NCc1ccccc1OCc1cccs1	0.4	2	3	-5	10	6	-3	-1	i
COc1cc(/C=N/NC(=S)NC2CC3CCC2C3)ccc1O (centres undefined)	2.3	-1	-9	1	6	2	17	-3	i
Nc1nnc(CC(=O)Nc2ccccc2)s1	0.0	0	-8	-14	0	1	-5	-10	i
